From PubChem BioAssay
TEAD-YAP inh: TEAD-YAP interaction inhibition. inhibition, % at 9.12 µM. actives 1.4% (n = 640,000). HEK-TIYL cells, TEAD-Gal4/YAP UAS-luciferase luminescence; in the data active means inhibition above about 32%;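 further: 0% = median of test compound wells and 100% = reference inhibitor wells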
GPR151 ag: human GPR151 activation. PathHunter beta-arrestin GPR151 cells, luminescence. actives 1% (n = 650,000). activation, % at 11.2 µM. Q8TDV0; in the data active means activation above about 4.9%;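 further: 0% = median of compound wells and 100% = cells with positive control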
MITF inh: blocks human microphthalmia-associated transcription factor; AlphaScreen MITF homodimerization, bead proximity signal; inhibition, % at 2.6 µM; actives 0.91% (n = 650,000); in the data active means inhibition above about 50%;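 further: 0% = vehicle wells with protein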
FBW7 activator: human FBW7 E3 ligase activation, primary screen | AlphaScreen FBW7–phospho-cyclin E peptide binding, activator screen | normalized activity (activation), % at 26.1 µM | actives 0.13% (n = 650,000); in the data active means normalized activity above about 1.9%;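 further: purified mutant Fbw7 with reduced substrate affinity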
Target sequence (Q969H0 whole entry, looked up): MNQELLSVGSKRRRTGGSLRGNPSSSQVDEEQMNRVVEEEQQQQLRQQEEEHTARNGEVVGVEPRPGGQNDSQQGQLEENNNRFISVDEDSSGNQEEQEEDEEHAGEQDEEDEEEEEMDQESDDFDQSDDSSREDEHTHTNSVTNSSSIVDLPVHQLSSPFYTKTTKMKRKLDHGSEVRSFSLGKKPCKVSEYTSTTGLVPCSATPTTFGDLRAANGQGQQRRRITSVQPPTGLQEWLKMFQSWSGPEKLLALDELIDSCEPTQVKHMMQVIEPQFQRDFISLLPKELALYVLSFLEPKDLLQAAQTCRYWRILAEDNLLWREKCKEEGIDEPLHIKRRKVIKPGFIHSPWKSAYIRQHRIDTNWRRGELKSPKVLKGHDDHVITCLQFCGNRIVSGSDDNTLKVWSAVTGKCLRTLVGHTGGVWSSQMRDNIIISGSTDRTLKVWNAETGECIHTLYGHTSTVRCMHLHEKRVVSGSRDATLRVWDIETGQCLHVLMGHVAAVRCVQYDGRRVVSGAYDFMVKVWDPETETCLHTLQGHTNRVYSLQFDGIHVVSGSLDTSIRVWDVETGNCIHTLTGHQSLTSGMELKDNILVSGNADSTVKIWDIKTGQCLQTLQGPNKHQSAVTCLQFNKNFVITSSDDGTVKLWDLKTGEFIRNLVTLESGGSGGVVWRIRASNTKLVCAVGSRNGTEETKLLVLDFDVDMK
The depositor's hits bear a star.

Values run as follows: TEAD-YAP inh | GPR151 ag | MITF inh | FBW7 activator
(1) COc1ccc(CNC(=O)CN(C2CCCCC2)S(=O)(=O)c2ccc(F)cc2)cc1
  4.7 | -0.4 | -3.3 | 0.0
(2) CCc1ccc(NC(=O)CN2C(=O)C(C)(C)Oc3ccc(C(=O)NC(C)C)cc32)cc1
  2.6 | 0.5 | -2.3 | 0.0
(3) O=C(NCc1ccc2c(c1)OCO2)C1CCC(CNc2nc(=S)[nH]c3ccccc23)CC1 (stereo not given)
  0.1 | 0.3 | 57.0* | 0.3
(4) COc1ccc(NC(=O)Cc2cn(C)c3ccccc23)cc1OC
  1.2 | -0.6 | 8.5 | 0.4
(5) CCOc1ccc(C(=O)NCc2cccs2)cc1OCC
  -18.8 | -1.7 | 4.4 | 0.5
(6) C/C(=N\OC(=O)C1CC1)c1sc(-c2ccccc2)nc1C
  -55.2 | -5.4 | 5.5 | 0.2
(7) CCOc1ccccc1C1/C(=C(\O)c2ccc(OC)cc2C)C(=O)C(=O)N1CCN(C)C (stereo not given)
  -0.2 | 0.2 | 4.1 | 0.1
(8) CCOC(=O)c1ccc(N2C(=O)C3C4c5ccccc5C(C(C)=O)(c5ccccc54)C3C2=O)cc1 (stereo not given)
  -7.6 | 0.8 | -9.8 | -0.1
(9) O=C(c1ccccn1)N1CCCC(Nc2ccc3[nH]ncc3c2)C1 (stereo not given)
  13.9 | 3.1 | 3.3 | -1.1
(10) CCOc1ccc(NC(=O)CSc2nnc(NC(=O)c3cc([N+](=O)[O-])ccc3Cl)s2)cc1
  -4.5 | 0.2 | 12.2 | 0.2
(11) Cc1cc(C(=O)COC(=O)C2=COCCO2)c(C)n1Cc1cccs1
  61.6* | -3.8 | -2.2 | -0.1
(12) N#C/C(=C\c1ccc(Br)cc1)c1nc(-c2ccc(-c3ccccc3)cc2)cs1
  -0.3 | -0.2 | 14.4 | 0.4
(13) O=C(CSc1ncc(-c2ccc([N+](=O)[O-])cc2)[nH]1)NC12CC3CC(CC(C3)C1)C2
  13.0 | 0.1 | 3.5 | -0.1
(14) Oc1cccc(-c2nc3cnccn3c2Nc2ccccc2)c1
  -9.9 | -0.7 | 8.2 | 0.1
(15) CC(=O)Oc1ccc(NC(=O)COc2ccc(C(C)C)cc2)c(C(=O)O)c1
  -3.5 | 1.8 | 10.9 | 0.1
(16) Cc1cc(NC(=O)C23CCC(CC2)C3)n[nH]1
  -0.3 | 1.7 | 2.6 | -0.1
(17) NS(=O)(=O)c1ccc(N=NN2CCCCC2)cc1
  -38.7 | -0.7 | 9.3 | 1.6
(18) CNC(=O)/C(=C\c1ccc(Cl)cc1)NC(=O)c1ccco1
  -1.6 | -1.2 | 12.5 | 0.1
(19) Cc1cccc(OCC(=O)Nc2c(C)n(C)n(-c3ccccc3)c2=O)c1C
  14.8 | 1.7 | 13.0 | 0.3
(20) CCCS(=O)(=O)c1c(S(=O)(=O)CCC)c2cc(-c3ccncc3)ccn2c1C(=O)c1ccc(C)cc1C
  -2.9 | 0.7 | 8.1 | 0.1

Single records, from the list above. Screens in order: TEAD-YAP inh	GPR151 ag	MITF inh	FBW7 activator
`CCOc1ccc(C(=O)NCc2cccs2)cc1OCC` across the screens: -18.8	-1.7	4.4	0.5
`COc1ccc(CNC(=O)CN(C2CCCCC2)S(=O)(=O)c2ccc(F)cc2)cc1` across the screens: 4.7	-0.4	-3.3	0.0

Back to the main list, starting two compounds before the break.
Values run as follows: TEAD-YAP inh | GPR151 ag | MITF inh | FBW7 activator
(19) Cc1cccc(OCC(=O)Nc2c(C)n(C)n(-c3ccccc3)c2=O)c1C
  14.8 | 1.7 | 13.0 | 0.3
(20) CCCS(=O)(=O)c1c(S(=O)(=O)CCC)c2cc(-c3ccncc3)ccn2c1C(=O)c1ccc(C)cc1C
  -2.9 | 0.7 | 8.1 | 0.1
(21) CCCNC(=O)Cn1cnc2sc(C(=O)NCCOC)c(C)c2c1=O
  1.4 | -1.2 | 6.7 | 0.2
(22) CC1=C(C(=O)Nc2ccccn2)C(c2ccccc2F)n2ncnc2N1 (stereo not given)
  -40.9 | -2.1 | 1.5 | -0.1
(23) CC1(C)C2CCC1(CS(=O)(=O)Nc1ccc(F)c(Cl)c1)C(=O)C2 (stereo not given)
  -1.2 | -0.2 | 2.9 | 0.0
(24) Nc1c2nc(-c3ccccc3Cl)[nH]c(=O)c2nc(=O)n1-c1ccccc1
  -1.1 | 0.2 | -0.6 | -0.1
(25) COc1ccc(/C=N/N2CCN(C)CC2)cc1O
  3.5 | -0.4 | 13.7 | 0.1
(26) O=C(O)c1ccccc1C(=O)Nc1ccc(-n2nccc2C(F)(F)F)cc1
  -7.6 | 0.7 | -2.1 | 0.2
(27) COc1cc2nc(Nc3ccncc3)nc(Nc3ccc(Oc4ccccc4)cc3)c2cc1OC
  -5.4 | 1.6 | -8.5 | -0.1
(28) O=C(C1CC(c2cccc(Br)c2)=NO1)N1CCN(c2ccccc2)CC1 (stereo not given)
  -3.9 | -0.7 | -3.0 | -0.2
(29) Cn1cc([N+](=O)[O-])c(C(=O)NNC(=O)c2cc3nc(-c4cccs4)cc(C(F)(F)F)n3n2)n1
  7.0 | -0.2 | 6.7 | 0.2
(30) O=C(N/N=C/c1ccc(Cl)c([N+](=O)[O-])c1)c1cccnc1
  0.3 | 2.7 | 8.9 | 0.1
(31) CC(C)C(C(=O)N1CCN(C)CC1)c1ccccc1 (stereo not given)
  -1.1 | 0.3 | 1.0 | -0.1
(32) N#C/C(=C\c1ccccc1)C(=O)OCC(=O)N1CCCC1
  -9.1 | 0.1 | -3.9 | -0.2
(33) Cc1nc2c(c(=O)[nH]1)CN(C(=O)c1cc(C(C)(C)C)nn1C)CC2
  0.5 | 0.1 | 18.9 | 0.7
(34) O=C(NCc1cccs1)c1cc2nc(-c3ccccc3)cc(C(F)(F)F)n2n1
  1.4 | 0.1 | -7.4 | 0.0
(35) O=C(OCCCc1nc2ccccc2[nH]1)c1ccc([N+](=O)[O-])cc1
  3.2 | 0.1 | 10.5 | -0.1
(36) CC(=O)Nc1scc(-c2cccs2)c1C(=O)O
  -3.5 | -0.8 | -8.3 | 0.0
(37) Cc1ccc2c(c1)N(C(=O)N1CCC(C(=O)NCc3cccc(F)c3)CC1)CC(C)O2 (stereo not given)
  3.4 | -0.7 | -4.7 | -0.1
(38) COc1cc(OC)cc(C(=O)N(Cc2ccccc2)C(C)(C)C)c1
  -4.0 | 3.3 | 7.4 | 0.1
(39) COc1ccc(F)cc1S(=O)(=O)NCC(c1ccc(N(C)C)cc1)N1CCOCC1 (stereo not given)
  -0.5 | -0.4 | 7.0 | 0.1
(40) Cc1onc(-c2ccccc2Cl)c1C(=O)Nc1ccc(N(C)C)cc1
  -31.8 | 0.7 | 5.2 | -0.1

Quoted at random: 2 records from the list.
Values run as follows: TEAD-YAP inh | GPR151 ag | MITF inh | FBW7 activator
(28) O=C(C1CC(c2cccc(Br)c2)=NO1)N1CCN(c2ccccc2)CC1 (stereo not given)
  -3.9 | -0.7 | -3.0 | -0.2
(13) O=C(CSc1ncc(-c2ccc([N+](=O)[O-])cc2)[nH]1)NC12CC3CC(CC(C3)C1)C2
  13.0 | 0.1 | 3.5 | -0.1

Additional results:
Values run as follows: TEAD-YAP inh | GPR151 ag | MITF inh | FBW7 activator
(41) COc1ccc(C(=O)c2coc3ccc(O)c(CN4CCCC4)c23)cc1
  11.7 | -0.5 | 7.3 | 0.0
(42) Fc1ccc(Cn2nnc3c(SCc4ccccc4Cl)ncnc32)cc1
  5.0 | -0.7 | 4.2 | 0.3
(43) COc1cccc(NC(=O)CN(c2ccc(C)cc2)S(=O)(=O)c2cccs2)c1
  -0.7 | 0.7 | 5.0 | -0.2
(44) CC(=O)Nc1ccc(OCC(=O)NCCc2ccc(Cl)cc2)cc1
  3.0 | -0.1 | -1.6 | -0.1
(45) COC(=O)NC1(C(Cl)Cl)N=C(c2ccccc2)N=C1N (stereo not given)
  -7.8 | 2.3 | -3.0 | 0.3
(46) COc1cc(C(=O)OCC#N)c([N+](=O)[O-])cc1OC
  8.2 | -0.9 | 1.7 | -0.1
(47) CCN(CC)c1ccc(/C=C2\SC(=S)N(CCOC)C2=O)cc1
  -5.0 | 0.4 | 14.8 | 0.1
(48) Cc1nc(N2CCC(C)CC2)c2c(C)c(C(=O)Nc3ccc(C(F)(F)F)cc3)sc2n1
  10.0 | 3.1 | 0.4 | -0.1
(49) Cc1oc(-c2cccc(Cl)c2)nc1COC(=O)c1nnn(-c2cccc(F)c2)c1C
  -1.4 | 6.0* | -11.9 | -0.1
(50) N#CC1=C(SCC(=O)Nc2ccccc2)NC(=O)CC1c1ccc(O)cc1 (stereo not given)
  31.3 | 1.3 | 19.4 | 0.8
(51) COc1cc(OC)cc(C(=O)N2CC(=O)Nc3ccc(Br)cc3C2c2ccccc2)c1 (stereo not given)
  -4.2 | -1.2 | 0.5 | -0.2
(52) CN1/C(=C2/SC(=S)N(N)C2=O)Sc2ccccc21
  -25.3 | -0.2 | 11.9 | 0.1
(53) CC(C)[C@@H](CO)n1c(=O)[nH]c2ncc(-c3cccc(C(N)=O)c3)nc21
  6.2 | -1.0 | 17.0 | -0.4
(54) COc1cccc(CNC(=O)CCC2CCCN(C(=O)c3sc(C)nc3C)C2)c1 (stereo not given)
  0.1 | 2.9 | -5.5 | 0.1
(55) COc1ccc(-c2cnc(-c3ccc(/C=C/c4ccccc4)cc3)o2)cc1
  -10.3 | -0.4 | 0.5 | -0.2
(56) CCC(Sc1nc2ccccc2c(=O)n1CC1CCC(C(=O)NCC2CCCO2)CC1)C(=O)NCc1ccco1 (stereo not given)
  5.8 | 1.0 | -1.1 | 0.0
(57) CCOC(=O)C1=C(C)N=c2s/c(=C/c3ccc(-c4ccc(C(=O)OCC)cc4)o3)c(=O)n2C1c1ccc(N(C)C)cc1 (stereo not given)
  -23.5 | 0.0 | 3.0 | 0.2
(58) O=C(O)CCCCCN1C(=O)C(=O)/C(=C(\O)c2ccc(F)cc2)C1c1ccc(Cl)cc1Cl (stereo not given)
  1.3 | 2.3 | 8.1 | 0.3
(59) CC1CCC/C(=C/Nc2ccc3c(c2)OCO3)C1=O (stereo not given)
  -59.6 | 1.3 | -1.1 | -0.1
(60) CC1(C)Cc2c(sc3c2C2=NCCN2C=N3)CS1
  -3.7 | 1.0 | 3.6 | 0.1
(61) CCc1csc2ncc(C(=O)N(CCO)C(C)C)c(=O)n12
  -7.7 | 0.9 | -3.5 | 0.1
(62) COc1ccc(CCC(=O)NCCc2ccc(N3CCCC3)cc2)cc1
  3.8 | 0.8 | -0.2 | -0.4
(63) Cc1ccc(S(=O)(=O)NC(Cc2ccccc2)C(=O)NN)cc1 (stereo not given)
  8.0 | -0.1 | 6.5 | 0.0
(64) C/C(=N\NC(=O)CSc1nnc(SCc2ccccc2)s1)c1ccncc1
  -3.2 | 0.0 | -10.9 | 0.1
(65) CCOc1ccc(C2C=C(c3cccs3)Nc3nnnn32)cc1 (stereo not given)
  -24.7 | -0.3 | 11.6 | -0.2
(66) COC(=O)c1ccc(N=C2SC(C(=O)Nc3ccc(C)c(Cl)c3)CC(=O)N2C)cc1 (stereo not given)
  -14.1 | 0.3 | -2.2 | -0.6
(67) Cc1cc(=O)oc2cc(NC(=O)c3cccc(Cl)c3)ccc12
  -13.8 | 0.4 | -16.9 | 0.0
(68) CN(C)c1ccc(/C=N/NC(=O)CCC(=O)Nc2ccc(Cl)cc2)cc1
  -13.2 | -0.7 | -1.4 | 0.0
(69) O=C(CCn1nnc2ccccc21)N/N=C/c1cccc(Cl)c1
  7.2 | 0.4 | 7.2 | 0.1
(70) CCOc1ccc(NC(=O)CSc2nc3ccccc3n2CC(=O)N2CCCC2)cc1
  -1.1 | -1.0 | 2.1 | 0.0

4 compounds already listed, sorted by formula weight, highest first:
Values run as follows: TEAD-YAP inh | GPR151 ag | MITF inh | FBW7 activator
(66) COC(=O)c1ccc(N=C2SC(C(=O)Nc3ccc(C)c(Cl)c3)CC(=O)N2C)cc1 (stereo not given)
  -14.1 | 0.3 | -2.2 | -0.6
(64) C/C(=N\NC(=O)CSc1nnc(SCc2ccccc2)s1)c1ccncc1
  -3.2 | 0.0 | -10.9 | 0.1
(65) CCOc1ccc(C2C=C(c3cccs3)Nc3nnnn32)cc1 (stereo not given)
  -24.7 | -0.3 | 11.6 | -0.2
(67) Cc1cc(=O)oc2cc(NC(=O)c3cccc(Cl)c3)ccc12
  -13.8 | 0.4 | -16.9 | 0.0
